# Source: PubChem BioAssay (Broad Institute)
# STK33 inh = inhibitors of human STK33 kinase; Q9BYT3; ADP-Glo luminescence, MBP substrate; inhibition, % at 12.5 µM; 0.44% of 27,000 active; AID 2322; in the data active = inhibition above about 20%
# Target sequence (Q9BYT3 whole entry, looked up): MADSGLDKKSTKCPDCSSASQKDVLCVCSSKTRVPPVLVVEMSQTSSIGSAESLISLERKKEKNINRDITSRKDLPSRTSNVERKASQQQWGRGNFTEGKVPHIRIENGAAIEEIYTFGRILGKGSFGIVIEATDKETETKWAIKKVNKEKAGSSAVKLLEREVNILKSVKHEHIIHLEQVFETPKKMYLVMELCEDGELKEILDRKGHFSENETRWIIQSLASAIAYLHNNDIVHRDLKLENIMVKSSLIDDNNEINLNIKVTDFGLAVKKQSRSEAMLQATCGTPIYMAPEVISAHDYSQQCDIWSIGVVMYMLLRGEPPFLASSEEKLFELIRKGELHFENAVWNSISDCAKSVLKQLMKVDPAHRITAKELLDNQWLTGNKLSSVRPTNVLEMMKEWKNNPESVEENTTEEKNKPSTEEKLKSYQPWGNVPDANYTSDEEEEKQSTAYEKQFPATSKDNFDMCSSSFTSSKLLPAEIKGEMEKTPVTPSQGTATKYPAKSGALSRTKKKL
# mut p53 react = re-activators of the mutant p53 pathway; SW480 PUMA-promoter luciferase, p53 mutant reactivation; activation, % at 9.98 µM; 1.5% of 28,000 active; AID 624151; in the data active = activation above about 52%
# * hit, by the source's call; / = no result given.
Molecule	STK33 inh	mut p53 react
CC(C)NC(=O)Nc1ccc2c(c1)C(=O)N([C@@H](C)CO)C[C@H](C)[C@H](CN(C)S(=O)(=O)c1cccs1)O2	0	/
COc1ccc(S(=O)(=O)Nc2ccc3c(c2)C(=O)N([C@H](C)CO)C[C@H](C)[C@H](CN(C)C(=O)Cc2ccccc2)OCCCC[C@H](C)O3)cc1	/	-17
COc1cccc(CN2CCN(C(=S)Nc3ccc(S(N)(=O)=O)cc3)CC2)c1	-2	-12
C[C@H]1CN([C@@H](C)CO)S(=O)(=O)c2ccc(C#Cc3ccccn3)cc2O[C@@H]1CN(C)C(=O)C1CC1	/	1
C[C@H]1CN([C@@H](C)CO)C(=O)Cc2cc(NC(=O)C3CCCCC3)ccc2O[C@@H]1CN(C)C(=O)Nc1ccc(C(F)(F)F)cc1	-2	/
Cc1ccc(NC(=O)CSc2nc(C)c(C)c(=O)[nH]2)cc1	-3	22
CC(=O)O[C@@H]1CC2C(C)(C)C(=O)C3OC3[C@]2(C)C2CC[C@@]3(C)[C@H](c4ccoc4)OC(=O)C4OC43[C@@]21C (some centres undefined)	3	/
C[C@@H]1CCCCO[C@@H](CN(C)Cc2ccccc2)[C@@H](C)CN([C@@H](C)CO)C(=O)c2cc(NS(=O)(=O)c3cn(C)cn3)ccc2O1	/	6
C[C@@H]1CN([C@H](C)CO)C(=O)Cc2cc(NS(=O)(=O)c3cccs3)ccc2O[C@@H]1CN(C)C(=O)Nc1ccccc1	-10	/
C[C@@H]1CN([C@@H](C)CO)C(=O)c2cc(NS(C)(=O)=O)ccc2O[C@@H](C)CCCCO[C@H]1CN(C)C(=O)CCCN(C)C	/	7
COC(=O)C1=CO[C@@H](O[C@@H]2O[C@H](CO)[C@@H](O)[C@H](O)[C@H]2O)C2C1CCC2(C)O (some centres undefined)	-1	-8
CC(=O)Nc1ccccc1NC(=O)CN(C)S(=O)(=O)c1ccc(Cl)cc1	-3	-2
CN1CCCC(n2nc(Cc3ccc(Cl)cc3)c3ccccc3c2=O)CC1 (centres undefined)	/	-3
C[C@H]1CN([C@@H](C)CO)C(=O)Cc2cc(NS(=O)(=O)c3ccc(Cl)cc3)ccc2O[C@@H]1CN(C)C(=O)Nc1ccc2c(c1)OCO2	-1	/
O=C(NCCCn1ccnc1)c1cc(-c2cccnc2)nc2ccc(Cl)cc12	0	3
CC(C)C#Cc1cnc2c(c1)C(=O)N([C@@H](C)CO)C[C@H](C)[C@@H](CN(C)S(=O)(=O)c1cn(C)cn1)O2	/	6
C[C@H]1CN([C@@H](C)CO)C(=O)c2cc(NC(=O)c3ccncc3)ccc2O[C@@H]1CN(C)C(=O)Nc1ccc(F)cc1	1	9
Cn1nc(-c2ccc(OCC(=O)Nc3cccnc3)cc2)c2ccccc2c1=O	0	-3
CC(C)C#Cc1ccc2c(c1)O[C@H](CN(C)C(=O)CN(C)C)[C@H](C)CN([C@H](C)CO)S2(=O)=O	/	-12
C[C@H]1CN([C@@H](C)CO)C(=O)Cc2cc(NS(=O)(=O)c3ccc(F)cc3)ccc2O[C@H]1CN(C)CC1CCCCC1	1	/
C[C@H](CO)N1C[C@H](C)[C@H](CN(C)C(=O)NC2CCCC2)Oc2ncc(-c3ccc(F)cc3)cc2C1=O	6	-12
C[C@H]1CCCCO[C@H](CN(C)C(=O)Nc2cccc3ccccc23)[C@@H](C)CN([C@@H](C)CO)C(=O)c2cc(N(C)C)ccc2O1	/	-24
CN(C)C(=O)C[C@@H]1C[C@@H]2c3cc(NC(=O)Nc4ccc(C(F)(F)F)cc4)ccc3O[C@@H]2[C@@H](CO)O1	/	9
Cc1cc(O)c2c(c1)C(=O)C13C(C2=O)C(=O)C2C(O)C1C1C(O)C3C(=O)C3C(=O)c4c(O)cc(C)cc4C(=O)C321 (centres undefined)	-1	/
Cc1noc(C)c1NC(=O)Nc1ccc2c(c1)CC(=O)N([C@@H](C)CO)C[C@H](C)[C@H](CN(C)C)O2	-1	9
C[C@@H]1CN([C@@H](C)CO)C(=O)CCCn2nncc2CO[C@H]1CN(C)S(C)(=O)=O	1	/
Cc1noc(C)c1S(=O)(=O)N(C)C[C@H]1OCCCC[C@H](C)Oc2ccc(NC(=O)NC3CCCCC3)cc2C(=O)N([C@H](C)CO)C[C@H]1C	/	-6
Cc1cc(C(=O)Nc2cccc3c2O[C@@H](CN(C)S(=O)(=O)c2cccs2)[C@H](C)CN([C@H](C)CO)C3=O)n(C)n1	/	1
CC(=O)Nc1ccccc1-c1nc2ccccc2nc1OCC(=O)c1ccc(Br)cc1	-1	-9
Cc1cc(C)c2oc(-c3ccc(NC(=O)COc4ccccc4[N+](=O)[O-])cc3)nc2c1	4	9
COc1ccc(NC(=O)Nc2ccc3c(c2)C(=O)N([C@H](C)CO)C[C@H](C)[C@H](CN(C)C(=O)C2CCCCC2)OCCCC[C@@H](C)O3)cc1	-1	/
CCc1ccc(-n2c(SCC(=O)Nc3cc(Cl)ccc3C)nnc2-c2ccncc2)cc1	1	-4
CCCC#Cc1cnc2c(c1)C(=O)N([C@@H](C)CO)C[C@@H](C)[C@H](CN(C)C(=O)c1ccc(F)cc1)O2	/	-8
COc1ccc(OC)c(C(C)NC(=O)Nc2ccc([N+](=O)[O-])cc2OC)c1 (centres undefined)	-4	-1
COc1cccc(NC(=O)Cn2cnc3c2c(=O)n(C)c(=O)n3C)c1	0	-7
Cc1ccc(S(=O)(=O)Nc2ccc3c(c2)CC(=O)N([C@@H](C)CO)C[C@H](C)[C@@H](CN(C)S(=O)(=O)c2ccc(F)cc2)O3)cc1	-1	/
CN(C)[C@@H]1CCc2[nH]c3ccc(NC(=O)c4ccc(F)cc4)cc3c2C1	/	-3
CCCC(O)c1c(O)cccc1C1(O)CC(=O)C/C1=C\C(O)CC(=O)O (centres undefined)	-4	3
C[C@H](CO)N1C[C@H](C)[C@@H](CN(C)C(=O)C2CCC2)Oc2ncc(C#CC3CCCC3)cc2C1=O	/	-5
Cc1c(NC(=O)COc2ccc(Br)cc2)cccc1C(=O)O	1	15
CNC[C@@H]1Oc2ccc(NS(=O)(=O)c3c(C)noc3C)cc2C(=O)N([C@H](C)CO)C[C@@H]1C	/	2
Cc1noc(C)c1S(=O)(=O)N(C)C[C@@H]1Oc2ccc(NC(=O)CCCN(C)C)cc2CC(=O)N([C@@H](C)CO)C[C@H]1C	/	1
C[C@H]1CN([C@@H](C)CO)C(=O)Cc2cc(NS(=O)(=O)c3ccc(F)cc3)ccc2O[C@@H]1CN(C)Cc1ccc(Oc2ccccc2)cc1	10	/
CN(c1cccc(NC(=O)c2ccc(NS(=O)(=O)c3ccccc3)cc2)c1)S(C)(=O)=O	17	11
C[C@@H]1CN([C@H](C)CO)C(=O)c2cc(NC(=O)Nc3ccc(F)cc3)ccc2O[C@H]1CN(C)C(=O)Nc1ccccc1	-2	/
Cc1ccc(S(=O)(=O)Nc2ccc3c(c2)C(=O)N([C@H](C)CO)C[C@H](C)[C@H](CN(C)S(=O)(=O)c2ccccc2)O3)cc1	2	/
C[C@@H]1CCCCO[C@H](CN(C)C(=O)Nc2ccccc2)[C@H](C)CN([C@@H](C)CO)C(=O)c2cc(NC(=O)C3CCCCC3)ccc2O1	/	-3
COc1ccc(OC(C)C(=O)Nc2ccccc2C#N)cc1 (centres undefined)	2	4
CC(C)(C)c1ccc(OCC(=O)Nc2cccc(C(=O)O)c2)cc1	8	-77
COc1cc(OC)nc(NC(=O)CSc2nc3ccccc3[nH]2)n1	4	18
O=C1CC(SCCc2nc3ccccc3[nH]2)C(=O)N1c1ccc(F)cc1 (centres undefined)	-2	-3
NC(=O)CSc1nnc(-c2cccnc2)n1-c1cccc(C(F)(F)F)c1	-6	-9
NC(N)=NC(N)=Nc1ccccc1	3	/
Cc1c(Br)c([N+](=O)[O-])nn1C(C)C(=O)Nc1ccc(CC#N)cc1 (centres undefined)	-1	2
Cc1cc(Br)c(NC(=O)CSc2nc3ccccc3[nH]2)cc1C	-1	-1
COc1ccc(NC(=O)Nc2ccc3c(c2)CC(=O)N([C@@H](C)CO)C[C@H](C)[C@@H](CN(C)S(=O)(=O)c2cccs2)O3)cc1	1	/
Cc1noc(C)c1NC(=O)N(C)C[C@H]1Oc2ccc(NS(=O)(=O)c3c(C)noc3C)cc2CC(=O)N([C@@H](C)CO)C[C@H]1C	0	-2
C[C@@H]1CN([C@H](C)CO)C(=O)c2cc(NC(=O)Nc3ccccc3)ccc2O[C@H]1CN(C)C(=O)NC1CCCCC1	/	4
O=C(CSc1nnnn1-c1ccccc1)Nc1ccc2c(c1)OCCO2	0	8
COc1ccc(C(=O)COc2ccc(NC(=O)c3ccccc3[N+](=O)[O-])cc2)cc1	1	6

# Complete entries as entered above. Order of screens: STK33 inh | mut p53 react
# `Cc1c(Br)c([N+](=O)[O-])nn1C(C)C(=O)Nc1ccc(CC#N)cc1` (centres undefined) is listed with -1 | 2
# `Cc1cc(Br)c(NC(=O)CSc2nc3ccccc3[nH]2)cc1C` is listed with -1 | -1

# Further entries
Molecule	STK33 inh	mut p53 react
C[C@@H]1CN([C@H](C)CO)C(=O)Cc2cc(NS(C)(=O)=O)ccc2O[C@H]1CN(C)C(=O)Nc1cccc2ccccc12	-5	7
Cc1cc(NC(=O)c2cnn3c(C(F)(F)F)cc(-c4cccs4)nc23)n(-c2ccccc2)n1	6	-11
C[C@H](CO)N1C[C@H](C)[C@H](CN(C)C(=O)NC2CCCCC2)OCc2cn(nn2)CCCC1=O	1	/
CC(C)[C@@H]1NC(=O)[C@@H](Cc2c[nH]c3ccccc23)n2c1nc1ccccc1c2=O	-1	-3
C[C@@H]1CN([C@@H](C)CO)C(=O)Cc2cc(NC(=O)Cc3ccccc3)ccc2O[C@@H]1CN(C)C(=O)Nc1ccc(C(F)(F)F)cc1	-2	/
COc1ccc(S(=O)(=O)Nc2ccc3c(c2)C(=O)N([C@H](C)CO)C[C@H](C)[C@@H](CN(C)Cc2ccc(C(=O)O)cc2)O3)cc1	/	7
Cc1noc(C)c1NC(=O)Nc1ccc2c(c1)CC(=O)N([C@H](C)CO)C[C@@H](C)[C@@H](CN(C)Cc1ccc(Oc3ccccc3)cc1)O2	0	-9
CC(Oc1ccccc1)C(=O)NCCN1CCOCC1 (centres undefined)	-4	-5
COc1ccc([Si](C)(C)[C@@H]2[C@@H](CCO)O[C@]3(C(=O)N(Cc4ccc(NC(C)=O)cc4)c4ccccc43)[C@H]2C)cc1	15	/
Cc1ccc(C)c(NC(=O)CSc2ncnc3sc4c(c23)CCC4)c1	3	8
CN1C(=O)c2cccc3cccc(c23)[S+]1c1ccccc1C(=O)O (centres undefined)	2	/
O=C(c1ccc2c(c1)OCO2)N1CCCCC1	0	/
COc1c(O)c(C(=O)CCc2ccccc2)c(OC)c(OC)c1OC	-1	9
Cc1noc(C)c1S(=O)(=O)Nc1cccc2c1O[C@@H](CN(C)Cc1ccc(Cl)c(Cl)c1)[C@@H](C)CN([C@@H](C)CO)C2=O	/	-4
COc1cc2c(cc1OC)-c1cc3ccc(OC)c(OC)c3c[n+]1CC2	-2	6
O=C(O)CCNS(=O)(=O)c1cccc(F)c1	-4	0
CC(C)NC(=O)Nc1ccc2c(c1)C(=O)N([C@@H](C)CO)C[C@H](C)[C@@H](CN(C)C(=O)CCCN(C)C)OCCCC[C@@H](C)O2	/	-2
C[C@H]1CN([C@@H](C)CO)C(=O)Cc2cc(NC(=O)CCC(F)(F)F)ccc2O[C@H]1CN(C)Cc1ccccc1	-2	/
COc1ccc([C@H]2C=C(C(=O)N3CCN(Cc4ccc5c(c4)OCO5)CC3)O[C@@H](OCc3ccc(CO)cc3)C2)cc1	-3	/
CNC[C@H]1OCCCC[C@H](C)Oc2ccc(NC(=O)c3ccncc3)cc2C(=O)N([C@@H](C)CO)C[C@@H]1C	/	9
C[C@H]1CCCCO[C@H](CN(C)S(=O)(=O)c2ccccc2)[C@@H](C)CN([C@@H](C)CO)C(=O)c2cc(NS(C)(=O)=O)ccc2O1	/	-13
COc1ccc(OC)c(NC(=O)Cc2ccc(OC)c(OC)c2)c1	2	-6
Cc1noc(C)c1S(=O)(=O)N(C)C[C@@H]1Oc2ccc(N(C)C)cc2CC(=O)N([C@H](C)CO)C[C@H]1C	2	-1
C[C@@H]1CN([C@H](C)CO)C(=O)Cc2cc(NS(=O)(=O)c3ccc(F)cc3)ccc2O[C@@H]1CN(C)Cc1ccc2c(c1)OCO2	0	/
Cc1noc(C)c1S(=O)(=O)Nc1cccc2c1O[C@@H](CN(C)C(=O)Nc1ccccc1)[C@@H](C)CN([C@@H](C)CO)C2=O	/	3

# Filtered by structure, those above with two or more sulfur atoms.
Molecule	STK33 inh	mut p53 react
CC(C)NC(=O)Nc1ccc2c(c1)C(=O)N([C@@H](C)CO)C[C@H](C)[C@H](CN(C)S(=O)(=O)c1cccs1)O2	0	/
COc1cccc(CN2CCN(C(=S)Nc3ccc(S(N)(=O)=O)cc3)CC2)c1	-2	-12
C[C@@H]1CN([C@H](C)CO)C(=O)Cc2cc(NS(=O)(=O)c3cccs3)ccc2O[C@@H]1CN(C)C(=O)Nc1ccccc1	-10	/
Cc1cc(C(=O)Nc2cccc3c2O[C@@H](CN(C)S(=O)(=O)c2cccs2)[C@H](C)CN([C@H](C)CO)C3=O)n(C)n1	/	1
Cc1ccc(S(=O)(=O)Nc2ccc3c(c2)CC(=O)N([C@@H](C)CO)C[C@H](C)[C@@H](CN(C)S(=O)(=O)c2ccc(F)cc2)O3)cc1	-1	/
CN(c1cccc(NC(=O)c2ccc(NS(=O)(=O)c3ccccc3)cc2)c1)S(C)(=O)=O	17	11
Cc1ccc(S(=O)(=O)Nc2ccc3c(c2)C(=O)N([C@H](C)CO)C[C@H](C)[C@H](CN(C)S(=O)(=O)c2ccccc2)O3)cc1	2	/
COc1ccc(NC(=O)Nc2ccc3c(c2)CC(=O)N([C@@H](C)CO)C[C@H](C)[C@@H](CN(C)S(=O)(=O)c2cccs2)O3)cc1	1	/
Cc1ccc(C)c(NC(=O)CSc2ncnc3sc4c(c23)CCC4)c1	3	8
C[C@H]1CCCCO[C@H](CN(C)S(=O)(=O)c2ccccc2)[C@@H](C)CN([C@@H](C)CO)C(=O)c2cc(NS(C)(=O)=O)ccc2O1	/	-13

# These rows are one share of the data (hit frequency here may not be typical).
